Pax4 mRNA alpha TC1: activators of Pax4 gene expression, primary screen, RT-PCR, mouse alpha TC1 cells, single point (AID 1053180); hit rate 0.2% among 9,600; mouse alpha TC1 cells, Pax4 mRNA qPCR, 6 days; active compounds read high; 100% = Pax4 plasmid added at qPCR; activation, % at 10 µM;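 active = highest normalized replicate activity of 15 or more, or at least half the replicates reach 15 or more; inactive = neither condition met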;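 note: pax4 Ct normalized to GAPDH with activation seen as lower delta delta Ct; plate controls were plate neutral control wells for no effect and Pax4 plasmid positive control for full effect; each compound tested in two replicate wells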
DLD1 CTGF mRNA: YAP1 pathway inhibitors via CTGF transcript, primary screen, DLD1 colon cancer cells, RT-qPCR, single point (AID 743449) | DLD1 CTGF mRNA qPCR, 24 h; active compounds read high | inhibition, % at 12.5 µM | hit rate 0.9% among 9,900;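 active = mean normalized replicate activity at least 50 and at least half of replicates each reaching 50; inconclusive = only one of the two criteria met; inactive = neither criterion met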;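 note: 0% = neutral control wells and 100% = dasatinib control wells; higher means stronger suppression of CTGF expression like dasatinib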
Numbers without * were called inactive; ? = inconclusive; . = not tested or not shown; & = joins results of further samples. Only part of the results is shown (hit frequency here may not be typical).

Sample of the layout (3 entries):
SMILES | Pax4 mRNA alpha TC1 | DLD1 CTGF mRNA
O=C(CN1CCOCC1)N1CC[C@H]2[C@H](CO)Nc3ccc(Br)cc3[C@H]21 | 0.0 | 8
O=C(C1CCOCC1)N1C[C@@H]2[C@H](c3ccccc31)[C@@H](CO)N2C(=O)Nc1ccccc1F | 0.0 | -12
Cc1ccccc1S(=O)(=O)N1C[C@H](O)COC[C@@H]2O[C@H](CC(=O)N3CCCCC3)CC[C@H]21 | 0.0 | -22

Results, previewed entries included:
SMILES | Pax4 mRNA alpha TC1 | DLD1 CTGF mRNA
O=C(CN1CCOCC1)N1CC[C@H]2[C@H](CO)Nc3ccc(Br)cc3[C@H]21 | 0.0 | 8
O=C(C1CCOCC1)N1C[C@@H]2[C@H](c3ccccc31)[C@@H](CO)N2C(=O)Nc1ccccc1F | 0.0 | -12
Cc1ccccc1S(=O)(=O)N1C[C@H](O)COC[C@@H]2O[C@H](CC(=O)N3CCCCC3)CC[C@H]21 | 0.0 | -22
COc1cccc(-c2ccccc2[C@@H]2[C@H](C#N)N(C(=O)c3ccccn3)[C@H]2CO)c1 | 0.0 | -3
COc1ccc2c3c(n(C)c2c1)[C@@H](CO)N(C(C)=O)CC31CCN(C(=O)Nc2ccccc2F)CC1 | 0.0 | -18
O=C(NCC1CC1)[C@H]1[C@H](CO)[C@H]2Cn3c(ccc(-c4cccnc4)c3=O)[C@H]2N1Cc1cocn1 | 0.0 | -2
C[C@H]1CN([C@@H](C)CO)C(=O)c2cc(NC(=O)CCCN(C)C)ccc2O[C@H]1CN(C)Cc1ccc(Cl)c(Cl)c1 | 0.0 | -20
N#C[C@H]1[C@@H](c2ccccc2C2=CCCC2)[C@H](CO)N1C(=O)Cc1ccncc1 | 0.0 | 22
CO[C@@H]1CN(C)C(=O)c2ccc(NS(C)(=O)=O)cc2OC[C@@H](C)N(S(=O)(=O)CC(F)(F)F)C[C@H]1C | 0.0 | -43
Cc1noc(C)c1S(=O)(=O)Nc1ccc2c(c1)C(=O)N([C@H](C)CO)C[C@H](C)[C@@H](CN(C)C(=O)Nc1cccc3ccccc13)OCCCC[C@H](C)O2 | 0.0 | 21
COC(=O)C[C@H]1CC[C@@H]2[C@H](COc3ccc(NS(=O)(=O)c4ccc(C)cc4)cc3C(=O)N2C)O1 | 0.0 | 20
CCS(=O)(=O)Nc1ccc2c(c1)C(=O)N(C)[C@@H]1CC[C@H](CC(=O)N[C@H]3CCN(Cc4ccccc4)C3)O[C@@H]1CO2 | 0.0 | -7
C[C@H]1CCCCO[C@H](CN(C)S(=O)(=O)c2cn(C)cn2)[C@@H](C)CN([C@@H](C)CO)C(=O)c2cc(NC(=O)Nc3cccc4ccccc34)ccc2O1 | 0.0 | 14
C[C@@H]1CN([C@H](C)CO)C(=O)c2cccc(NC(=O)c3ccno3)c2O[C@H]1CN(C)S(=O)(=O)c1cccs1 | 0.0 | 23
COc1ccc2c3c([nH]c2c1)[C@@H](CO)NCC31CCN(C(=O)Nc2ccccc2F)CC1 | 0.0 | 5
O=C1C[C@H](c2ccccc2)C(=O)N[C@H](c2ccccc2)C/C=C\C[C@H](c2ccccc2)N1 | 0.1 | -6
C/C=C/c1ccccc1[C@@H]1[C@@H](C#N)N(c2nc(CC)cs2)[C@H]1CO | 0.0 | 35
CCS(=O)(=O)Nc1ccc2c(c1)C(=O)N(C)[C@@H]1CC[C@H](CC(=O)NCc3ccccc3F)O[C@H]1CO2 | 0.0 | -67
CCCNC(=O)N1[C@H](C#N)[C@@H](c2ccccc2-c2ccccc2F)[C@H]1CO | 0.0 | -20
CO[C@@H]1CN(C)C(=O)c2ccc(NC(=O)C3CC3)cc2OC[C@@H](C)N(C(C)=O)C[C@H]1C | 0.0 | 16
CO[C@H]1CN(C)C(=O)c2ccc(NS(C)(=O)=O)cc2OC[C@@H](C)N(CC2CC2)C[C@@H]1C | 0.0 | -12
C/C=C/c1ccc([C@H]2[C@@H](CO)N3C(=O)CN(C(=O)c4ccncc4)C[C@@H]23)cc1 | 0.0 | -4
COc1ccc2c3c(n(C)c2c1)[C@@H](CO)N(C(=O)c1ccccc1)CC31CCN(C(=O)c2ccccc2)CC1 | 0.0 | 0
O=C(O)[C@H]1[C@H](CO)[C@H]2Cn3c(ccc(-c4cccc(F)c4)c3=O)[C@H]2N1C(=O)c1ccccn1 | 0.0 | -8
CO[C@H]1CN(C)C(=O)c2cc(NC(=O)c3ccc(Oc4ccccc4)cc3)ccc2OC[C@H](C)NC[C@H]1C | 0.0&0.0 | -172&-1

(further entries)
SMILES | Pax4 mRNA alpha TC1 | DLD1 CTGF mRNA
COc1cccc(C#Cc2ccc([C@@H]3[C@H](C#N)N[C@H]3CO)cc2)c1 | 0.0 | -50
CCC(=O)N1[C@H](CN(CC)C(=O)c2cccc(F)c2)[C@@H](c2ccccc2)[C@@H]1CO | 0.0 | 41
COc1cccc(NC(=O)Nc2ccc3c(c2)C(=O)N(C)C[C@H](OC)[C@H](C)CN[C@H](C)CO3)c1 | 0.0 | 21
CCN(C[C@H]1[C@H](c2ccc(C3=CCCCC3)cc2)[C@H](CO)N1CC1CC1)C(C)=O | 0.0 | 9
C[C@H](CO)N1C[C@H](C)[C@H](CN(C)Cc2ccc(Cl)c(Cl)c2)Oc2c(NS(=O)(=O)c3ccc(F)cc3)cccc2C1=O | 0.2 | -212
C/C=C/c1ccc([C@H]2[C@@H](CO)N(S(=O)(=O)CC)[C@@H]2CN(C)C(=O)CC)cc1 | 0.0 | -11
COc1ccc(CN(C)C[C@@H]2OCc3cnnn3CCCC(=O)N([C@H](C)CO)C[C@@H]2C)cc1 | 0.0 | 9
CCCNC(=O)N1[C@H](C#N)[C@@H](c2ccccc2-c2ccccc2F)[C@@H]1CO | 0.0 | 25
Cc1noc(C)c1S(=O)(=O)N(C)C[C@@H]1OCc2ccccc2-c2c(n(C)c3ccccc23)C(=O)N([C@H](C)CO)C[C@H]1C | 0.0 | ?
C[C@@H]1CN([C@@H](C)CO)C(=O)c2cc(N(C)C)ccc2O[C@@H](C)CCCCO[C@@H]1CN(C)Cc1ccc(C(=O)O)cc1 | 0.0 | -11
CN1C(=O)c2cc(NS(=O)(=O)CC(F)(F)F)ccc2OC[C@H]2O[C@@H](CC(=O)Nc3cccc(F)c3)CC[C@@H]21 | 0.0 | -58
C[C@H]1CN([C@@H](C)CO)C(=O)c2cccc(NS(=O)(=O)c3cn(C)cn3)c2O[C@H]1CN(C)Cc1ccc(Oc2ccccc2)cc1 | 0.0 | -4
COc1ccc(S(=O)(=O)Nc2cccc3c2O[C@H](CN(C)CC2CCCCC2)[C@H](C)CN([C@H](C)CO)C3=O)cc1 | 0.0 | -16
C[C@H]1CN([C@@H](C)CO)C(=O)c2ccccc2-c2ccccc2CO[C@H]1CN(C)C(=O)CCC(F)(F)F | 0.1 | -24
COc1ccc(S(=O)(=O)Nc2ccc3c(c2)OC[C@@H](C)N(Cc2cc(F)ccc2F)C[C@@H](C)[C@H](OC)CN(C)C3=O)cc1 | 0.0 | 0
C[C@H]1CN([C@@H](C)CO)C(=O)c2ccccc2-c2ccccc2CO[C@@H]1CN(C)C(=O)[C@H](Cc1ccccc1)N(C)C | 0.0 | -18
CS(=O)(=O)N1[C@H](CO)[C@@H](c2ccccc2)C12CN(Cc1ccccn1)C2 | . | 0
CS(=O)(=O)N1CC(=O)N2[C@H](C1)[C@@H](c1ccc(Br)cc1)[C@@H]2CO | 0.0 | -20
C[C@H](NC(=O)C[C@@H]1C=C[C@@H](NC(=O)c2cccnc2)[C@H](CO)O1)c1ccccc1 | 0.0 | -2
O=C(C[C@@H]1CC[C@H]2[C@@H](COC[C@@H](O)CN2C(=O)Cc2ccccc2)O1)NC1Cc2ccccc2C1 | 0.0 | -2
Cc1ccc(-c2ccccc2[C@H]2[C@@H](C#N)N(C(=O)c3cccc(F)c3)[C@H]2CO)cc1 | 0.0 | -5
COc1ccc2c3c(n(C)c2c1)[C@H](CO)N(C(=O)Cc1ccccn1)CC31CN(CC2CCCCC2)C1 | 0.0 | -13
CS(=O)(=O)N1[C@@H](C#N)[C@H](c2ccc(-c3ccccc3F)cc2)[C@@H]1CO | 0.0 | -1
C/C=C/c1cccc(-c2nc(C(=O)NCCN3CCCCC3)cc3c2[C@@H](CCO)N([S@](=O)C(C)(C)C)C3)c1 | 0.0 | 8
CCC(=O)N1[C@H](CO)[C@@H](c2ccccc2)C12CN(C(=O)c1ccc3c(c1)OCO3)C2 | . | 39

More results follow.
SMILES | Pax4 mRNA alpha TC1 | DLD1 CTGF mRNA
COCC(=O)N1CC(=O)N2[C@H](C1)[C@H](c1ccc(-c3ccncc3)cc1)[C@@H]2CO | 0.0 | -19
CN(C)C(=O)c1cccc(-c2ccccc2[C@H]2[C@@H](CO)N(C(=O)C3CCCCC3)[C@H]2C#N)c1 | 0.0 | -4
COc1ccc(NC(=O)N(C)C[C@@H]2OCc3cnnn3CCCC(=O)N([C@@H](C)CO)C[C@H]2C)c(OC)c1 | 0.0 | -13
COc1ccc(-c2ccccc2[C@@H]2[C@@H](C#N)N(C(=O)NC(C)C)[C@H]2CO)cc1 | 0.0 | 28
CC(C)CC#Cc1ccc([C@@H]2[C@H](CO)N3C(=O)CN(C(=O)c4cccc(F)c4)C[C@@H]23)cc1 | 0.0 | -25
CCCC(=O)N1CCC2(CC1)CN(C(=O)Cc1ccccn1)[C@H](CO)c1[nH]c3cc(OC)ccc3c12 | 0.0 | -15
O=C([C@H]1[C@H](CO)[C@H]2Cn3c(ccc(C4=CCCCC4)c3=O)[C@@H]1N2)N1CCC(Cc2ccccc2)CC1 | 0.0 | -26
COCC(=O)Nc1ccc2c(c1)OC[C@H](C)N(C)C[C@H](C)[C@H](OC)CN(C)C2=O | 0.0 | -36
COc1cccc(-c2ccc(C3[C@@H]4CN(S(=O)(=O)Cc5ccccc5)C[C@H]3N4)cc2)c1 (stereo not given in full) | 0.0 | -43
COc1ccccc1C#Cc1ccc([C@H]2[C@H]3CN(C(=O)C4CCC4)CCCCN3[C@H]2CO)cc1 | 0.0 | 26
COc1ccccc1NC(=O)N[C@@H]1CC[C@H](CCNS(=O)(=O)c2ccc(Cl)cc2)O[C@@H]1CO | 0.0 | 18
O=C(C[C@H]1CC[C@@H]2[C@H](COC[C@H](O)CN2C(=O)c2ccccc2F)O1)NCc1ccc(F)cc1 | 0.0 | -26
CCCNC(=O)N1C[C@@H](C)[C@H](OC)CN(C)C(=O)c2ccc(NC(=O)CC)cc2OC[C@H]1C | 0.0 | 12
CCS(=O)(=O)Nc1ccc2c(c1)C(=O)N(C)C[C@@H](OC)[C@@H](C)CN(C(=O)c1ccc3c(c1)OCO3)[C@@H](C)CO2 | 0.0 | 1
C[C@@H]1CN([C@@H](C)CO)C(=O)c2cc(-c3cccc(C#N)c3)cnc2O[C@H]1CN(C)C(=O)C1CCOCC1 | 0.0 | -14
C[C@@H]1CN([C@@H](C)CO)C(=O)c2ccccc2-c2ccccc2CO[C@@H]1CN(C)C(=O)Nc1cccc(C(F)(F)F)c1 | 0.0 | 26

Ordered by count of non-hydrogen atoms (smallest number first): some entries from above
SMILES | Pax4 mRNA alpha TC1 | DLD1 CTGF mRNA
CS(=O)(=O)N1[C@@H](C#N)[C@H](c2ccc(-c3ccccc3F)cc2)[C@@H]1CO | 0.0 | -1
COCC(=O)N1CC(=O)N2[C@H](C1)[C@H](c1ccc(-c3ccncc3)cc1)[C@@H]2CO | 0.0 | -19
COCC(=O)Nc1ccc2c(c1)OC[C@H](C)N(C)C[C@H](C)[C@H](OC)CN(C)C2=O | 0.0 | -36
Cc1ccc(-c2ccccc2[C@H]2[C@@H](C#N)N(C(=O)c3cccc(F)c3)[C@H]2CO)cc1 | 0.0 | -5
COc1cccc(-c2ccc(C3[C@@H]4CN(S(=O)(=O)Cc5ccccc5)C[C@H]3N4)cc2)c1 (stereo not given in full) | 0.0 | -43
CC(C)CC#Cc1ccc([C@@H]2[C@H](CO)N3C(=O)CN(C(=O)c4cccc(F)c4)C[C@@H]23)cc1 | 0.0 | -25
COc1ccccc1NC(=O)N[C@@H]1CC[C@H](CCNS(=O)(=O)c2ccc(Cl)cc2)O[C@@H]1CO | 0.0 | 18
O=C(C[C@H]1CC[C@@H]2[C@H](COC[C@H](O)CN2C(=O)c2ccccc2F)O1)NCc1ccc(F)cc1 | 0.0 | -26
O=C(C[C@@H]1CC[C@H]2[C@@H](COC[C@@H](O)CN2C(=O)Cc2ccccc2)O1)NC1Cc2ccccc2C1 | 0.0 | -2
O=C([C@H]1[C@H](CO)[C@H]2Cn3c(ccc(C4=CCCCC4)c3=O)[C@@H]1N2)N1CCC(Cc2ccccc2)CC1 | 0.0 | -26
COc1ccc2c3c(n(C)c2c1)[C@H](CO)N(C(=O)Cc1ccccn1)CC31CN(CC2CCCCC2)C1 | 0.0 | -13
C/C=C/c1cccc(-c2nc(C(=O)NCCN3CCCCC3)cc3c2[C@@H](CCO)N([S@](=O)C(C)(C)C)C3)c1 | 0.0 | 8
CCS(=O)(=O)Nc1ccc2c(c1)C(=O)N(C)C[C@@H](OC)[C@@H](C)CN(C(=O)c1ccc3c(c1)OCO3)[C@@H](C)CO2 | 0.0 | 1
C[C@@H]1CN([C@@H](C)CO)C(=O)c2ccccc2-c2ccccc2CO[C@@H]1CN(C)C(=O)Nc1cccc(C(F)(F)F)c1 | 0.0 | 26

Screens as filed in PubChem.
